# HGIII-sPLA2 inh = Inhibits HGIII-sPLA2 liposome hydrolysis, primary screen | Q9NZ20 | QFRET BODIPY PC-A2 liposome hydrolysis, fluorescence | inhibition, % at 12.2 µM | hit rate 0.56% among 370,000;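 active = inhibition above mean plus 3 SD of compounds lying within the high and low control bounds, cut at about 19% in these data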;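 also: 0% = median of test compound wells and 100% = no enzyme DMSO wells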
# Target sequence (Q9NZ20 whole entry, looked up): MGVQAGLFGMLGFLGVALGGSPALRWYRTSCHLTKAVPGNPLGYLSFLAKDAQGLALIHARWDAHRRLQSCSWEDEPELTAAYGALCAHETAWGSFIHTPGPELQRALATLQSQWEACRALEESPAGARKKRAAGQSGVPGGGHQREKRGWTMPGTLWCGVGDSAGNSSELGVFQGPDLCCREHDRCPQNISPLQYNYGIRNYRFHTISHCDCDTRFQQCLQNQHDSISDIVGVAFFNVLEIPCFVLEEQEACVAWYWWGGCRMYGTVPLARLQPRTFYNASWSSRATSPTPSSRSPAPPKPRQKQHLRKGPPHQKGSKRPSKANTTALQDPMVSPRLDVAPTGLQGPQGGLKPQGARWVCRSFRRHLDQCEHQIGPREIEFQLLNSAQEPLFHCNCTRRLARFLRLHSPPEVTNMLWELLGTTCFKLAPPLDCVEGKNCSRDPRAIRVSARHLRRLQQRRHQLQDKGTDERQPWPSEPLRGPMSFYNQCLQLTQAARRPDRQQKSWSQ
# GC-A act = GC-A (human) enzyme activation. hit rate 0.14% among 370,000. AID 1671463. P16066. HEK293 GC-A cells, cGMP TR-FRET, EC30 ANP; 0% at EC30 ANP, 100% saturating ANP. activation, % at 10 µM; in the data active = activation above about 40%
# ARFGAP1 inh = inhibits rat ARF GTPase activating protein 1; Q62848; Arfgap1-stimulated ARF1 GTP hydrolysis, GDP FP detection; inhibition, % at 16.5 µM; hit rate 0.26% among 360,000;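 active = inhibition above a per-plate limit, mean inhibition of low control wells plus 3 SD, cut at about 25% in these data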;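 also: 0% = DMSO wells with enzyme and 100% = wells lacking Arfgap1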
#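 system = rat Arfgap1 catalytic domain, aa 1-136 | technique = FP, GDP Alexa 633 tracer displaced from anti-GDP antibody, 620/688 nm | compound = one concentration, 16.5 µM, DMSO 1.26% | medium = HEPES-based buffer, pH 7.5 | timing = compound-enzyme preincubation 20 min, reaction 120 min, detection 60 min, 25 °C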
# proKLK7 act = proKLK7 (human) activation, primary screen | P49862 | purified proKLK7, EDANS-DABCYL substrate fluorescence; 100% is mature enzyme control, 0% vehicle | activation, % at 7 µM | hit rate 0.9% among 370,000 | AID 652039;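 active = activation above the mean of all tested compounds plus 3 SD, computed per campaign excluding outliers beyond control limits, cut at about 13% in these data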
# DDE Tn6 FP inh = DD(E)-Tn6 binding inhibition, primary FP screen. Fibrin DD(E) TRITC-Tn6 fluorescence polarization displacement. AID 720509. hit rate 0.21% among 370,000. P02675. inhibition, % at 8.3 µM;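 active = inhibition above a per-campaign cutoff: mean of compounds within control limits plus 3 SD, cut at about 15% in these data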;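 also: 0% = median of all compound wells on the plate and 100% = blocking peptide control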
# ASAP1 GAP inh = inhibitors of human ASAP1 ArfGAP activity; Q9ULH1; ASAP1-stimulated ARF1 GTP hydrolysis, GDP FP detection; inhibition, % at 16.5 µM; hit rate 0.19% among 360,000; AID 624377; in the data active = inhibition above about 25%;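 also: 0% = vehicle with enzyme and substrate and 100% = no enzyme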
# Target sequence (Q9ULH1 325-724 limits assumed): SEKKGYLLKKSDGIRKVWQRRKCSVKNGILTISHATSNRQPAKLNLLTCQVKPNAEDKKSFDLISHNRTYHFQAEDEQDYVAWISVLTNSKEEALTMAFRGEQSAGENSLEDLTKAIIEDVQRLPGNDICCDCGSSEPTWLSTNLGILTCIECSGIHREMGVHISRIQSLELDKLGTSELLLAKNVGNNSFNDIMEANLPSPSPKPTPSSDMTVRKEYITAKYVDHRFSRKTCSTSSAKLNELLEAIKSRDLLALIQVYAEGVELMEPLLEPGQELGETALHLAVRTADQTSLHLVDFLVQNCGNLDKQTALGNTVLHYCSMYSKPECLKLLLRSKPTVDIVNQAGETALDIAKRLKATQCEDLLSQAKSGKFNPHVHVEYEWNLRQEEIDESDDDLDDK
# GC-B act = GC-B (human) receptor activation; P20594; HEK293-GC-B cells, CNP EC30, cGMP TR-FRET; 0% at EC30 CNP, 100% saturating CNP; hit rate 0.11% among 370,000; activation, % at 10 µM; AID 1920062;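 active = activation at 10 µM reaching about 35% in either raw or pattern-adjusted values, limit read from the data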
# ADAM10 inh = inhibitors of human ADAM10. O14672. recombinant ADAM10, EDANS/DABCYL FRET peptide cleavage, 3 h. inhibition, % at 7 µM. hit rate 0.62% among 370,000;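 active = inhibition above a per-campaign cutoff equal to the mean of compounds falling between control-based bounds plus 3 SD, cut at about 20% in these data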;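 also: 0% = DMSO wells while the 100% control is not disclosed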
# GAA850 FXN act = activators of GAA850 frataxin (FXN) promoter; HEK293 lucGAA850 FXN promoter luciferase reporter, 24 h; percent of 10 µM SAHA response; activation, % at 6 µM; hit rate 0.56% among 360,000; AID 540364;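 active = activation above the average of all compounds screened plus 3 SD, cutoff fixed separately per campaign, cut at about 7.5% in these data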;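 also: 0% = DMSO wells and 100% = 10 µM SAHA wells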
# rCAG binder = r(CAG) repeat RNA binding; TO-PRO-1 dye displacement fluorescence; inhibition, % at 3 µM; hit rate 1.3% among 370,000;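 active = inhibition above the plate cutoff, the mean of all test compounds on that plate plus 3 SD, cut at about 35% in these data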;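 also: 0% = DMSO alone and 100% = 100 µM mitoxantrone as full dye displacement; higher means more dye released from RNA so lower well fluorescence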
# Active calls of the source: *; . = no result given.
SMILES,HGIII-sPLA2 inh,GC-A act,ARFGAP1 inh,proKLK7 act,DDE Tn6 FP inh,ASAP1 GAP inh,GC-B act,ADAM10 inh,GAA850 FXN act,rCAG binder
Cc1ccc(C)c(N2CCN(c3ccc([N+](=O)[O-])cn3)CC2)c1,4,3,-8,0.2,3,-10,3,-6,2.4,-1
S=c1[nH]nc(-c2ccc(Cl)cc2)n1/N=C/c1ccco1,17,1,-10,-0.4,3,-1,2,0,1.2,5
CC1CCN(S(=O)(=O)c2cccc(C(=O)NCc3cccs3)c2)CC1,-13,9,-6,-0.2,10,9,2,-1,0.0,-1
Cc1cccc(OCC(=O)Nc2ccc3c(c2)OCCO3)c1,3,2,2,0.5,-6,-4,-1,-2,1.8,-6
COc1ccc(CC(=O)OCC(=O)NCC2CCCO2)cc1OC (stereo not given),9,0,-5,-0.1,5,7,0,-8,1.1,1
Cc1cccc(NC2CNC(=O)NC2=O)c1 (stereo not given),-1,-2,9,0.2,-2,-8,3,-6,0.0,2
COc1ccc(OC)c(NC(=O)C2CCCN(S(=O)(=O)c3cccc4cccnc34)C2)c1 (stereo not given),-3,-2,-4,0.0,-10,5,1,8,3.2,3
O=S(=O)(NC1CC1)c1ccc(S(=O)(=O)N2CCC3(CC2)OCCO3)cc1,-1,1,0,0.4,2,1,1,-4,1.1,-2
CC(C)(C)OC(=O)N1Cc2ccccc2C[C@H]1C(=O)N1CCC[C@H]1C(=O)O,-2,1,13,0.4,-2,-10,-2,-3,-1.8,0
CCCCCC(C)n1[nH]c(=O)cc1N (stereo not given),-2,3,6,0.1,-5,0,-1,-3,-0.1,-3
CCOC(=O)c1sc(=S)n(-c2ccccc2)c1C,2,5,-9,0.3,-7,8,10,5,-0.2,-3
NC(=O)Cn1cc(/C=N\NS(=O)(=O)c2ccc(F)cc2)c2ccccc21,6,0,6,-0.3,6,11,4,3,-0.9,3
CCOC(=O)COc1cc(OCC(=O)OCC)c2c(=O)cc(-c3ccccc3)oc2c1,-1,13,7,13*,1,1,2,-186,-0.9,-9
COc1ccccc1C/C(N)=N/OC(=O)COc1cccc(C)c1C,3,-4,4,0.4,3,5,-5,11,-1.2,-5
O=C(CN1c2ccccc2Sc2ccccc21)NNC(=S)Nc1ccc(Cl)cc1Cl,17,0,13,-0.3,5,3,1,6,-0.3,64*
C[C@H]1CN(Cc2ccccc2)C(=O)[C@@H]1CC(=O)Nc1ccccc1,1,2,1,0.1,5,-2,4,-6,3.1,0
O=C(CSc1ccc2c(c1)OCCO2)Nc1cccc(S(=O)(=O)N2CCCCC2)c1,-4,2,3,0.9,3,-4,-5,-1,1.3,2
Cc1ccc(C)c(NS(=O)(=O)c2cc(C(=O)Nc3ccccc3-c3ccccc3)ccc2Cl)c1,-25,-8,7,-0.3,-5,0,3,8,0.4,10
COC(=O)c1ccc(OC(=O)c2cccnc2SC)cc1,3,-4,11,0.2,-5,3,-1,3,-0.4,-6
O=Cc1c(OCc2ccccc2)ccc2ccccc12,2,-1,3,0.1,11,-6,-5,2,2.8,3
CN(C)CCn1c2c(c(SCC(=O)Nc3cccc(C(F)(F)F)c3)nc1=O)CCCC2,-4,-7,-4,-0.2,3,-3,-2,-11,1.1,-5
O=C(c1c(Cl)nc2sccn12)N(C(=O)c1c(Cl)nc2sccn12)c1ccc(Cl)cn1,0,-1,5,-1.3,-2,-3,1,-57,4.1,-2
Cc1cccc(NC(=S)N(C)Cc2cn(C)c3ccccc23)c1,5,-3,7,0.1,-10,11,-4,0,-0.1,1
O=C(NCC1CCCO1)c1cc(S(=O)(=O)N2CCCC2)c(Cl)cc1Cl (stereo not given),-2,-3,10,-0.3,-3,11,2,-2,-1.0,0
O=c1oc(-c2ccccc2)c(-c2ccccc2)c2ccccc12,10,-7,5,0.0,-3,4,-6,-6,0.1,2
O=C1C=CCC(/C=C/c2ccccc2)O1 (stereo not given),0,15,10,0.8,4,3,6,11,.,5
O=[N+]([O-])c1ccc(/C=C/C2=NN(c3ccccc3)C(c3ccco3)C2)cc1 (stereo not given),0,1,1,-0.1,-3,4,-1,-2,3.4,3
CC(C)(C)S(=O)(=O)c1cnc2c(-c3ccsc3)cnn2c1N,2,-17,15,-0.1,-4,22,-8,1,6.9,-2
Cc1csc(NC(=O)CSc2nnc(-c3ccoc3C)n2Cc2ccco2)n1,-9,10,10,0.5,-8,5,13,-3,1.3,1
CCOC(=O)c1[nH]c2ccc(F)cc2c1NC(=O)CCN1CCSCC1,1,0,2,0.2,7,3,2,-46,-1.2,-3
COc1cccc(-c2noc(C3CCCN(C(=O)c4cccc(F)c4)C3)n2)c1 (stereo not given),-5,1,3,-0.1,-5,3,2,-3,1.0,-8
CCOc1cc(N2CCOCC2)c(OCC)cc1NC(=O)c1ccccc1N1CCCC1=O,5,0,17,0.8,2,-10,6,-5,0.8,5
CCCCOCCCNC(=O)C[C@H]1C[C@@]2(C(=O)OC)C(=C[C@H](COCc3ccccc3)O[C@@H]2C)N(CCC2=CCCCC2)C1=O,-11,-1,-6,0.7,-3,2,-2,5,.,3
O=C(Nc1ccc(-c2nc3ccccc3s2)cc1)C1=COCCO1,11,6,-9,-0.2,7,-9,2,-19,0.5,0
O=C(NC1CCCCCC1)C1c2ccccc2C(=O)N1Cc1cccnc1 (stereo not given),5,-3,0,0.3,2,-12,-1,-1,-0.3,-1
O=C(NCc1ccccc1)c1cc(C2CCCN(S(=O)(=O)c3ccccc3)C2)on1 (stereo not given),-7,1,-4,-0.5,3,0,0,4,-1.4,4

# At a glance, part of the list above.
SMILES,HGIII-sPLA2 inh,GC-A act,ARFGAP1 inh,proKLK7 act,DDE Tn6 FP inh,ASAP1 GAP inh,GC-B act,ADAM10 inh,GAA850 FXN act,rCAG binder
Cc1ccc(C)c(N2CCN(c3ccc([N+](=O)[O-])cn3)CC2)c1,4,3,-8,0.2,3,-10,3,-6,2.4,-1
S=c1[nH]nc(-c2ccc(Cl)cc2)n1/N=C/c1ccco1,17,1,-10,-0.4,3,-1,2,0,1.2,5
CC1CCN(S(=O)(=O)c2cccc(C(=O)NCc3cccs3)c2)CC1,-13,9,-6,-0.2,10,9,2,-1,0.0,-1
Cc1cccc(OCC(=O)Nc2ccc3c(c2)OCCO3)c1,3,2,2,0.5,-6,-4,-1,-2,1.8,-6

# Following part.
SMILES,HGIII-sPLA2 inh,GC-A act,ARFGAP1 inh,proKLK7 act,DDE Tn6 FP inh,ASAP1 GAP inh,GC-B act,ADAM10 inh,GAA850 FXN act,rCAG binder
CN(C(=O)C1CC1)c1ccccc1,12,3,-4,0.8,-7,-14,-4,-14,0.8,2
O=C(Nc1cc(Cl)ccc1O)c1cc(-c2ccco2)on1,5,5,12,0.3,-9,14,-5,-9,4.3,46*
O=C(COc1ccc(F)cc1)Nc1nc(-c2cccnc2)cs1,-2,2,2,-0.1,1,12,2,-12,0.5,4
COc1ccc(NS(=O)(=O)c2cccc(C(=O)NC3CCC(O)CC3)c2)cc1 (stereo not given),3,4,6,0.4,1,10,-5,6,0.8,2
Cc1cc(NC(=O)c2ccccc2)nc2c1c(=O)oc1ccccc12,-1,-5,3,0.0,-4,7,6,-6,-2.9,6
Cc1onc(-c2c(Cl)cccc2Cl)c1C(=O)NCc1ccc(S(N)(=O)=O)cc1,-9,2,-8,0.1,-7,14,2,-2,-1.5,5
Cc1ccc(S(=O)(=O)Oc2ccc3ccc(O)cc3c2)cc1,-81,-1,4,-0.5,-7,6,2,2,1.1,14
O=C(NCCCn1ccnc1)/C(=C/c1ccc(F)cc1)NC(=O)c1ccccc1,4,2,3,0.3,-3,5,0,-3,0.9,-2
O=C(CNC(=O)c1ccco1)NCC(=O)OCc1ccc(F)cc1,10,2,-6,0.4,-3,-6,-1,-15,-0.8,-2
NC(=O)C1(N2CCCCC2)CCN(CC(=O)Nc2ccccc2-c2ccccc2)CC1,-4,-4,-2,-0.2,5,1,0,1,-2.1,-3
Cc1cccc(NC(=O)c2c(O)c3ccccc3[nH]c2=O)c1,7,-1,8,-0.3,9,1,5,-5,5.0,4
Cc1cc(C)c(C(=O)COC(=O)c2cc([N+](=O)[O-])ccc2N2CCOCC2)cc1C,10,-5,3,-0.5,3,3,-4,-2,2.4,0
CSC1=NC(C)(C)C=C(/C=C/c2ccc(Cl)cc2Cl)N1,1,-1,-2,-0.9,9,8,-3,3,0.3,1
Cc1ccc(C(C(=O)NCc2ccccc2)N(Cc2cccs2)C(=O)c2ccc3c(c2)OCCO3)cc1 (stereo not given),1,-4,1,0.0,-3,-1,1,15,-5.8,4
CNC(=O)c1c(NC(=O)C(C)C)sc2c1CCC2,-5,2,1,0.2,3,-10,-3,5,-0.6,0
COc1cccc(OC2OC3COC(C)(C)OC3C(O)C2NC(C)=O)c1 (stereo not given),-2,5,-6,-0.3,-2,2,2,3,-2.5,2
O=C(NCc1ccco1)c1cc(C(=O)C2CC2)c[nH]1,2,3,1,0.0,-5,2,-5,3,-3.4,0
CC(C)(CN1CCN(Cc2ccccc2)CC1)NS(=O)(=O)c1ccccc1,0,-1,2,0.5,-2,-4,1,7,-0.1,-8
CSc1ccn(CCC(=O)O)c(=O)n1,7,1,1,0.2,1,-10,6,4,-2.5,-2
CCC1([N+](=O)[O-])COC(c2ccc(Cl)cc2)OC1 (stereo not given),-1,-3,-2,0.1,-7,8,2,-1,-0.7,-2
Cc1ccnc(SCCn2c(N3CCN(C)CC3)nc3c2c(=O)n(C)c(=O)n3C)n1,13,4,-1,0.0,-4,3,0,-5,2.0,-4
Cc1ccccc1NC(=S)N(CCN(C)C)C(C)c1ccco1 (stereo not given),8,-2,2,0.6,-2,-15,2,2,2.3,0

# 3 of the compounds above, with tabs:
SMILES	HGIII-sPLA2 inh	GC-A act	ARFGAP1 inh	proKLK7 act	DDE Tn6 FP inh	ASAP1 GAP inh	GC-B act	ADAM10 inh	GAA850 FXN act	rCAG binder
Cc1ccc(C(C(=O)NCc2ccccc2)N(Cc2cccs2)C(=O)c2ccc3c(c2)OCCO3)cc1 (stereo not given)	1	-4	1	0.0	-3	-1	1	15	-5.8	4
COc1cccc(OC2OC3COC(C)(C)OC3C(O)C2NC(C)=O)c1 (stereo not given)	-2	5	-6	-0.3	-2	2	2	3	-2.5	2
CNC(=O)c1c(NC(=O)C(C)C)sc2c1CCC2	-5	2	1	0.2	3	-10	-3	5	-0.6	0

# An unsorted share of the library. Share with any hit: about 4.5%.
